MITF TRPM1 inh: MITF TRPM1 promoter inhibition in SK-MEL-5 cells; AID 488899; SK-MEL-5 TRPM1 promoter luciferase, 24 h; actives 0.83% (n = 330,000); inhibition, % at 12.5 µM;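 active = mean inhibition across replicates of 60% or more, whatever share of single replicates reaches that level; inconclusive = some that reach 60%, reason not given; inactive = mean inhibition across replicates below 60%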; note: values of inactives mirror those of a sister screen read the other way
HIF-2a inh: HIF-2a inhibition | 786-0 RCC cells HIF-2a reporter, luciferase luminescence, overnight | inhibition, % at 18.8 µM | actives 0.72% (n = 360,000);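 active = inhibition of the luminescence signal of 40% or more relative to plate controls, in a single-dose primary screen at 18.75 µM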
Peg3 promoter: inhibitors of Peg3 promoter. HeLa PEG-Prom luciferase reporter, luminescence, overnight. inhibition, % at 20 µM. actives 1.7% (n = 360,000);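 active = inhibition of at least 50% at 20 µM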
KKLEB tox: reduces viability of KKLEB cystic fibrosis airway cells; activity change (cytotoxicity), % at 5 µM; actives 0.36% (n = 360,000); AID 602141; KKLEB CF airway cells viability, ATPlite luminescence, overnight; stronger effect = lower value; cells stimulated with P. aeruginosa culture filtrate;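 active = corrected activity change at or below -50% at 5 µM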
Shn3 inh set2: inhibitors of Schnurri-3 3'UTR reporter in osteoblasts; Clone20 osteoblast Shn3 3'UTR firefly luciferase, 24 h; inhibition, % at 12.5 µM; actives 0.52% (n = 360,000);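 active = mean inhibition of at least 75% with every replicate also reaching 75%; inconclusive = mean inhibition at least 75% but some replicate below; inactive = mean inhibition below 75%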;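 note: 0% = median of neutral control wells and 100% = pilot-screen positive control compound; some compounds past the cut are filed as inactive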
CaV13 ICDI inh: Disruptors of the CACNA1D IQ motif to Ca2+-dependent inactivation inhibitor domain association, primary screening, Förster resonance energy transfer in intact living …. inhibition, % at 12.3 µM. actives 0.098% (n = 340,000). HEK cells, CFP/YFP FRET ICDI-IQ, plate reader, 10 min; percent FRET-ratio fall versus neutral wells;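 active = mean replicate inhibition of at least 30% and at least 1% of replicates passing that level; inconclusive = only one of the two criteria is met; inactive = neither criterion is met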;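 note: 0% = median of the neutral control wells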
PDI turbidity: inhibitors of human protein disulfide isomerase; inhibition, % at 10 µM; AID 588391; actives 0.052% (n = 350,000); P07237; PDI insulin aggregation turbidity, A650, 90 min;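 active = mean inhibition across replicates of 30% or more, whatever share of single replicates reach that level; inconclusive = mean inhibition below 30% while every single replicate reaches 30%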;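 note: absorbance from insulin aggregation driven by PDI reduction with DTT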
Target sequence (P07237 whole entry, looked up): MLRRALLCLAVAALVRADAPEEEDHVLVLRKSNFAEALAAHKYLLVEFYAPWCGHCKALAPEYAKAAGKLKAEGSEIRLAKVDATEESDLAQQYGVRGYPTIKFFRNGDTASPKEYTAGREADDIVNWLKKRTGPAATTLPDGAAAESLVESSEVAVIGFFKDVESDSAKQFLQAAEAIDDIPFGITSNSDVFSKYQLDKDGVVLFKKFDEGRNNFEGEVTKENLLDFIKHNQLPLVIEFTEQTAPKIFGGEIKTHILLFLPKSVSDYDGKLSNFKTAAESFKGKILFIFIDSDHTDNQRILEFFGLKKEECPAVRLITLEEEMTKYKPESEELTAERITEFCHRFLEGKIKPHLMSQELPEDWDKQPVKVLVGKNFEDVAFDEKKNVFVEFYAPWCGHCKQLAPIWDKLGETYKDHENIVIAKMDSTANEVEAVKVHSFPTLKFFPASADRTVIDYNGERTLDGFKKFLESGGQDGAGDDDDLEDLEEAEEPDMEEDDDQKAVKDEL
CF NFkB inh: cystic fibrosis NF-kB activation inhibition; KKLEB NF-kB-GFP reporter, PAF-induced, GFP fluorescence overnight; actives 0.86% (n = 360,000); inhibition, % at 5 µM; AID 588850;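 active = at least 50% inhibition at 5 µM, scaled per plate between neutral and stimulator controls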;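 note: PAF is a Pseudomonas aeruginosa culture filtrate used as stimulus; plate controls were PAF-stimulated DMSO wells for no effect and unstimulated DMSO wells for full effect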
Vif imaging: blocks HIV Vif function; actives 0.35% (n = 340,000); inhibition, % at 7.49 µM; HEK293T cells, Vif self-association by quenched fluorescence, imaging, 24 h; AID 602346; in the data active = inhibition above about 50%, passing the limit was not always enough; inconclusive = no clear call, values can overlap the other calls; inactive = below about 31%; note: some results filed as inactive read as strong as hits
NR2E3 ag-1: activates human NR2E3 receptor | Q9Y5X4 | CHO-S Gal4-NCOR/VP16-NR2E3 two-hybrid, luciferase | inhibition of corepressor binding, % at 3.98 µM | actives 0.35% (n = 360,000) | AID 602229;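 active = inhibition above the mean of all tested compounds plus 3 SD, cut at about 70% in these data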;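 note: 0% = DMSO with NR2E3 transfected cells and 100% = cells lacking NR2E3 construct; higher means lower luciferase signal from less NR2E3 corepressor binding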
Target sequence (Q9Y5X4 whole entry, looked up, the tested form may be a part): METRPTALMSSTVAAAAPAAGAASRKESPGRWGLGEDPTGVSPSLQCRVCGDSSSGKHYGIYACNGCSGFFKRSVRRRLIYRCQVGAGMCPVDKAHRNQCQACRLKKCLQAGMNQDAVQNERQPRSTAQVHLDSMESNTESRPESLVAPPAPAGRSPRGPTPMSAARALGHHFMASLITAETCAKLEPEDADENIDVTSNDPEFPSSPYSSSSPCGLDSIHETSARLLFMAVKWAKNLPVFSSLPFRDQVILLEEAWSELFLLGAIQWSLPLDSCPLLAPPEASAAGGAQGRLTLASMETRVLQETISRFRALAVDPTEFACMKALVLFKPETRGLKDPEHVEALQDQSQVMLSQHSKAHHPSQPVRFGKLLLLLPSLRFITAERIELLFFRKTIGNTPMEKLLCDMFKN
NR2E3 ag-2: activates human photoreceptor nuclear receptor NR2E3 | Q9Y5X4 | actives 0.12% (n = 320,000) | AID 2300 | GST-NR2E3/biotin-RetCOR TR-FRET, 1536-well | inhibition of corepressor binding, % at 4.78 µM;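 active = percent inhibition above the cutoff of mean plus 3 SD of all tested compounds, set per screening campaign, cut at about 20% in these data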;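 note: 0% = DMSO wells and 100% = biotin wells as full block of FRET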
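Material: NR2E3–RetCOR corepressor complex / Incubation: Compound–protein incubation for 5 h at 4 °C / Dosing: compound at 4.8 µM, single dose / Detection: time-resolved FRET / Benchmarks: high control biotin, low control 0.6% DMSO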
Active calls of the source: *; ? = inconclusive; · = no result given; & = joins results of further samples. The order is random. Share with any hit: about 3.3%.

SMILES	MITF TRPM1 inh	HIF-2a inh	Peg3 promoter	KKLEB tox	Shn3 inh set2	CaV13 ICDI inh	PDI turbidity	CF NFkB inh	Vif imaging	NR2E3 ag-1	NR2E3 ag-2
CNC(=O)c1c(NC(=O)C2=COCCO2)sc2c1CCN(C(=O)OC)C2	8	13	21	6	0	-6	-5	-14	·	-38	0
COC(=O)c1c(C(=O)OC)n(CCCN)c2ccc(C)cc12	-2	25	3	-14	37	·	-10	7	9	3	0
CCOC(=O)c1c(NC(=O)c2ccncc2)sc(C)c1C	2	1	12	-6	2	-4	1	2	-13	22	-7
Cc1nc2ccc([N+](=O)[O-])cc2c(=O)n1Cc1ccc(Br)cc1	23	19	18	4	19	-5	-5	1	-1	-30	4
O=C(c1ccccc1)N1CCN(c2ccc([N+](=O)[O-])c(NCC3CCCO3)c2)CC1 (stereo not drawn)	2	18	14	-3	3	-1	5	4	-4	14	8
CCN1CCN(c2nc3ccccc3n3cnnc23)CC1	-5	-7	-7	6	4	5	0	-15	-2	-35	2
COc1ccccc1Cn1nc(C(=O)O)c2ccccc2c1=O	-13	-40	-47	1	-2	-3	-2	3	-17	-19	0
COC(=O)c1ccc(COc2ccc(/C=N/Nc3cccc(C(=O)O)c3)cc2)cc1	-19	-86	-159	-6	-37	-2	-1	-5	-2	-182	1
COc1cc(Cl)c(C)cc1NC(=O)CNC(=O)Cn1cnc2ccccc2c1=O	0	8	12	0	1	-5	-1	-4	-3	6	2
CCC(C)NC(=O)CCn1ccc2cc(S(=O)(=O)N3CCCC3)ccc21 (stereo not drawn)	6	13	-4	29	-16	-15	-8	-27	-2	-7	1
COC(=O)C1(C)Nc2ccccc2C(=O)N1c1ccccc1OC (stereo not drawn)	-3	-1	2	8	9	-3	·	3	-10	-31	-1
O=C1c2ccccc2CN1C(CO)c1ccccc1 (stereo not drawn)	10	6	17	1	11	-5	-7	0	3	5	2
O=C(Nc1ccc(-c2nc3ccccc3s2)cc1)C1=COCCO1	43	16	19	-53*	70	-5	0	-14	-2	-131	3
COc1ccccc1NC(=O)c1ccccc1C(=O)N(C)Cc1ccccc1	0	13	-7	13	-5	-5	3	4	6	-28	·
Cc1ccc2nsnc2c1S(=O)(=O)N1CCN(Cc2ccc3c(c2)OCO3)CC1	6	21	15	-3	10	·	5	4	4	-27	2
Cc1cccc(C)c1NC(=S)NN(Cc1ccccc1)c1ccccc1	-5	8	12	7	5	·	3	1	15	-36	0
CN(C(=O)COC(=O)c1ccccc1C(=O)c1ccccc1)c1ccccc1	7	18	9	11	17	-3	-5	-10	4	-7	·
CCOC(=O)c1ccc(NC(=O)c2nc[nH]c2C(=O)NCCCCNC(=O)c2[nH]cnc2C(=O)Nc2ccc(C(=O)OCC)cc2)cc1	27	1	97*	-36	45	-11	-2	45	2	-14	3
Cc1ccc(N(Cc2ccccc2)C(=O)c2cccc(S(=O)(=O)N3CCOCC3)c2)cc1	7	9	16	-2	-9	-6	-8	3	4	-5	0
Cc1ccc(C)c(NS(=O)(=O)c2ccc3c(c2)NC(=O)CCS3)c1	-1	6	9	19	8	-4	12	0	-1	-12	-3
CC12CCC(=O)N1C(C(=O)Nc1ccc(F)c(F)c1F)CS2 (stereo not drawn)	3	8	9	4	-18	-16	-1	-4	0	-12	3
CCN(C(=O)COc1cc(=O)n(CC)c2ccccc12)c1cc(Cl)ccc1OC	8	-3	20	1	-13	-5	·	15	-3	9	-3
COc1ccc(COC(=O)c2nc3nc(C)cc(C)n3n2)cc1F	-6	7	-3	6	-6	-5	5	-27	1	-9	2
C=CCNC(=S)NNC(=O)C(CC(C)C)CC(C)O (stereo not drawn)	3	16	3	-8	1	-3	1	-2	0	7	1
CCOC(=O)C1C(=O)C=C(c2ccc(OC)cc2)CC1c1ccco1 (stereo not drawn)	-43	-108	-62	-1	-35	-3	11	10	-12	-29	-5
COc1ccc(CC(=O)Oc2cc(C)ccc2C)cc1	-5	0	0	4	-8	-1	2	0	-11	-1	-2
CCCN(C(=O)COC(=O)Cn1c(=O)oc2ccccc21)c1c(N)n(Cc2ccccc2)c(=O)[nH]c1=O	9	6	4	8	6	-2	7	-57	-10	-1	0
Cc1ccc(/C=C2\SC(N)=NC2=O)s1	-9	-103	-77	12	-7	-5	-10	11	1	-28	-10
CC1CCN(C(=O)CSc2nnc3ccccn23)CC1	-33	-90	-89	-12	-25	-2	15	-9	-4	-46	·
C/C(=N\Nc1ccc(C(=O)O)cc1)c1ccc(Cl)s1	·	-118	-188	5	-125	-4	8	-2	-11	-192	-1
CCOC(=O)/C(=C\c1ccc(OC(F)F)cc1)C1=Nn2c(nnc2-c2ccc(Cl)cc2)SC1	99*	97*	103*	-90*	95*	·	-8	88*	3	25	0
CCn1c(SCc2nc(-c3cccs3)no2)nnc1-c1c[nH]c2ccccc12	15	-7	20	1	36	-7	3	-2	?	11	-2
Nc1ccc(-c2nc3ccccc3[nH]2)cc1	-6	-68	-244	-11	-70	14	1	-16	12	-50	-3
CC(NC(=O)COC(=O)C1CC1C)c1ccccc1 (stereo not drawn)	-5	-17	2	-8	-8	-2	-3	10	-2	-11	·
CC(=O)Nc1ccc(N(C(=O)c2cnccn2)C(C(=O)NC2CCCCC2)c2ccc(F)cc2)cc1 (stereo not drawn)	6	7	19	-8	3	-2	0	-1	-17	-18	-3
Cc1nn(-c2ccccc2)c2sc(C(=O)OCn3nnc4ccccc4c3=O)cc12	4	12	12	-14	-36	-3	-18	-3	-2	14	-1
Brc1cccc(-c2nnc(SCc3nc4ccccc4[nH]3)o2)c1	-13	23	3	-16	-16	-2	-3	-6	-9	-9	0
CSc1ncccc1C(=O)OCC(=O)c1cc(C)n(C)c1C	-86	-258	-285	-4	-72	-7	-5	-8	-2	-93	·
CCOC(=O)CN(C)Cc1cn[nH]c1-c1ccc2cc(OC)ccc2c1	-17	-44	-21	-4	6	-5	6	20	-2	-31	-2
O=C(NCCc1cccs1)C1CCC(=O)N(CCc2cccc(F)c2)C1 (stereo not drawn)	-1	-18	-18	8	-9	-14	-3	5	1	18	2
CC(=O)Nc1ccc(C(=O)N2CCCC(c3cc(C(=O)NCc4ccccc4)no3)C2)cc1 (stereo not drawn)	·	-6	11	-5	5	-5	-3	13	12	-41	·
CCc1cc2c(N[C@@H](Cc3c[nH]c4ccccc34)C(=O)O)ncnc2s1	7	4	11	17	16	-10	-2	8	1	2	1
CCn1c(=O)cc(SCC(=O)Nc2ccc3c(c2)OCCO3)c2ccccc21	-10	-72	-11	6	-13	-4	-51	-30	10	7	-7
CCN1CCN(Cc2ccc(C(=O)Nc3ccc(C)c(NCc4cnc(NC(=O)OC)cn4)c3)cc2C(F)(F)F)CC1	8	-24&-4	2&-17	1&-3	5&4	-3&13	-4&1	14&-5	·	-10&-27	3
CCN(CC)C(=O)CSc1nnc(COc2ccccc2)n1N	-4	19	3	-5	-9	0	-9	5	9	18	-2
CCOc1ccc(C(=O)N/N=C/c2ccc(-c3ccc(S(=O)(=O)Nc4ncccn4)cc3)o2)cc1	3	19	0	10	0	-4	2	6	-1	-22	-2
CC(=O)N1c2ccc(S(=O)(=O)N3CCC(C(=O)NCc4ccc(N(C)C)cc4)CC3)cc2CC1C (stereo not drawn)	-1	10	2	2	50	-7	3	-9	-7	0	3
COc1ccc(NC(=O)C2CC(=O)n3c(nc4ccccc43)N2)cc1 (stereo not drawn)	0	5	3	-7	14	-5	-5	-1	2	-11	4
CN1OC[C@@H]2CN[C@H](c3cccc(-c4ccc(C#N)cc4)c3)C[C@@H]21	-7	15	-32	-4	-8	-6	-5	14	-3	-18	·
O=c1[nH]c(NNC(=S)NCc2ccccc2)nc2c1C1(CCCCC1)Cc1ccccc1-2	6	10	8	5	14	-3	-1	0	-4	-2	1
CC1=C(C(=O)N(C)C)CC(CC(=O)NCc2cccs2)C(=O)N1Cc1ccc(C(C)(C)C)cc1 (stereo not drawn)	·	-1	3	-6	-8	-7	·	-8	14	5	·
Cc1cc(C(=O)N/N=C/c2ccc(-c3ccc([N+](=O)[O-])cc3C)o2)n[nH]1	-2	-2	7	6	15	-28	-15	-79	1	-36	-1
c1ccc(-c2noc(CC3CCCCC3)n2)cc1	-76	-146	-120	1	-15	6	-3	12	10	-9	16
COc1ccc(N=CC2=C(O)CC(C)(C)CC2=O)cc1OC	0	13	5	-3	-8	-4	4	5	-6	-5	0
O=C(COC(=O)C1(c2ccc(F)cc2)CCCC1)NC1CC1	4	12	2	0	-13	-5	-9	7	8	18	3
Cc1ccc(CC2C(=O)N(c3ccccc3)C(=O)C2C)cc1 (stereo not drawn)	9	10	-4	3	10	-5	-1	2	-3	-12	0
COC(=O)[C@@H]1C[C@H]2CC[C@H](O)C[C@H]2N1Cc1ccc(C(C)(C)C)cc1	2	-1	-17	9	5	-4	5	-7	1	12	-1
Cc1ccc(OCC(=O)c2cc(C)n(Cc3ccco3)c2C)c([N+](=O)[O-])n1	11	48*	56*	-2	42	0	-1	19	-1	67	2
Cc1cc(=O)[nH]c(SCC(=O)Nc2cccc(S(=O)(=O)N3CCOCC3)c2)n1	-10	12	-4	-16	6	-2	-1	9	3	22	4
Cc1ccc(F)cc1-c1nc(NCC2CC2)nc2ccsc12	·	2	16	9	26	-6	10	-4	-3	-5	·
(cont.)
SMILES	MITF TRPM1 inh	HIF-2a inh	Peg3 promoter	KKLEB tox	Shn3 inh set2	CaV13 ICDI inh	PDI turbidity	CF NFkB inh	Vif imaging	NR2E3 ag-1	NR2E3 ag-2
CCOc1cc(-c2sc(Nc3ccccc3)n[n+]2-c2ccc(F)cc2)ccc1OC	2	16	4	4	-6	-10	-2	-3	0	7	6
CN(CC(=O)Nc1ccc(N2CCOCC2)cc1)C(=O)CCc1ccccc1Cl	-6	-16	-17	-2	11	-4	-3	10	19	21	-5
CCC1CCc2c(sc(NC(=O)CSc3nc(-c4ccco4)cc(C(F)(F)F)n3)c2C#N)C1 (stereo not drawn)	11	5	11	5	5	-7	1	-21	12	6	0
COc1ccccc1N1C(=O)CC(Sc2ccccc2N)C1=O (stereo not drawn)	8	-2	12	-1	12	-18	-3	-4	8	12	0
CC(C)[C@H](NC(=O)c1ccccc1F)C(=O)NCc1ccc(S(N)(=O)=O)cc1	10	13	8	9	8	-7	5	1	0	-2	-1
CC(C)(C)Nc1nc2nonc2nc1NC(C)(C)C	9	1	26	3	26	-7	-11	21	-13	0	-3
